Assay outcomes (PubChem)
XIAP displacement – XIAP antagonists, biochemical, IAP family, fluorescence polarization (AID 1018) | E3 ubiquitin-protein ligase XIAP (Homo sapiens) | XIAP BIR domain, fluorescence polarization peptide displacement; higher % means a stronger effect | displacement, % at 20 µM; hits with a dose series show IC50 in µM | 200,000 tested, 0.007% active; in the data active = displacement above about 50%; also: a part of the inactive calls stands beside numbers as strong as those of hits
M17LAP inhibition – P. falciparum M17LAP inhibitors, primary screen, biochemical, fluorogenic H-Leu-NHMec substrate, 1536-well (AID 1619). 220,000 tested, 0.38% active. recombinant M17LAP, H-Leu-NHMec fluorogenic kinetic assay; higher % means a stronger effect. Leucine aminopeptidase (Plasmodium falciparum (isolate 3D7)). inhibition, % at 30 µM; hits with a dose series show IC50 in µM;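 active = compound inhibiting the enzyme by more than half at any dose during confirmatory dose-response retesting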;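 also: plate controls were full reaction with DMSO carrier for no effect and no enzyme background for full effect; strong numbers were not always called active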
SIAH1 antagonists – Siah-1 peptide-binding antagonists, primary screen, biochemical, fluorescence polarization, rhodamine-plectin, uHTS (AID 1817); E3 ubiquitin-protein ligase SIAH1 (Homo sapiens); Siah-1 / rhodamine-plectin peptide fluorescence polarization; higher % means a stronger effect; one-dose displacement, % at 20 µM; IC50 in µM for titrated hits; 290,000 tested, 0.02% active;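 active = displacement of at least 50% at 20 µM, with a fluorescence ratio check between 0.3 and a set limit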;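 also: plate controls were Siah plus tracer with DMSO for no effect and tracer alone without Siah for full effect; strong numbers were not always called active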
human PMI inhibition – inhibitors of human PMI, primary screen, biochemical, fluorescence intensity, coupled assay (AID 1209); 190,000 tested, 0.42% active; inhibition, % at 20 µM, or IC50 in µM where a hit was titrated; purified PMI enzyme, coupled fluorescence intensity; higher % means a stronger effect; Mannose-6-phosphate isomerase (Homo sapiens);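 also: plate controls were DMSO vehicle for no effect and wells lacking substrate for full effect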
Hep lipid drop – inhibitors of hepatocyte lipid droplet formation, primary screen, imaging, high-throughput imaging, BODIPY stain. AML12 mouse hepatocytes, oleate lipid droplets. inhibition, % at 6.5 µM. 240,000 tested, 0.4% active. AID 1656, 2009;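 active = lipid droplet intensity inhibited by at least 50%, with more than 500 cells counted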
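Material – mouse AML12 hepatocyte cell line, fixed after treatment · Compound dosing – one dose, 6.5 µM compound · Times – compound with oleate, overnight · Measured by – Image-based BODIPY and DAPI two-channel analysis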
TNAP activators – human TNAP enzyme activators, primary screen, biochemical, luminescent, no phosphate acceptor, uHTS (AID 1001); 200,000 tested, 0.03% active; purified TNAP, luminescent activation assay, no phosphate acceptor; higher activation fold means a stronger effect; Alkaline phosphatase, tissue-nonspecific isozyme (Homo sapiens); activation fold at 20 µM, or EC50 in µM where a hit was titrated; in the data active = activation fold from about 3, or a potency from the dose series; inactive = the rest, 99 in 100 with activation fold below about 1.6; also: many of its hits are not listed in these tables
human PMI inhibitors – human PMI inhibitors, high substrate, primary screen, biochemical, fluorescence intensity, high mannose 6-phosphate (AID 1220). Mannose-6-phosphate isomerase (Homo sapiens). 190,000 tested, 0.66% active. recombinant PMI enzyme, coupled fluorescence intensity; higher % means a stronger effect. inhibition, % at 20 µM; hits with a dose series show IC50 in µM
UTI89 phage lysis – inhibition of K1F phage lysis, E. coli UTI89, bacterial capsule biogenesis inhibitors, alamar blue (AID 488966). E. coli UTI89 K1F phage lysis, alamar blue, 2 h; higher % means a stronger effect. inhibition, % at 100 µM, or IC50 in µM where a hit was titrated. 340,000 tested, 0.02% active;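 active = phage lysis inhibition, versus mean bacterial control, above a set limit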;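 also: capsule biogenesis inhibitors block K1F phage lysis so surviving cells raise fluorescence; higher fluorescence means more inhibition of phage lysis; actives were called in the ten point dose series up to 300 µM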
P. falciparum M1AAP – P. falciparum M1AAP inhibitors, biochemical, fluorogenic H-Leu-NHMec substrate, 1536-well (AID 1445); recombinant M1AAP, H-Leu-NHMec fluorogenic kinetic assay; higher % means a stronger effect; inhibition, % at 30 µM, or IC50 in µM where a hit was titrated; 220,000 tested, 0.42% active;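 active = primary inhibition above the hit cutoff, then over 50% inhibition at one or more dose response concentrations, cut at about 23% in these data, passing the limit was not always enough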;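 also: plate controls were DMSO full reaction for no effect and no enzyme background for full effect; strong numbers were not always called active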
Hep lipid drop cells 6.5 µM – second read-out of Hep lipid drop, no call of its own (marks repeat the call); cell count; measured here: cell count, cytotoxicity flag;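 cells counted across two imaged fields per well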
The depositor's hits bear a star; i = inactive; . = no result given; & = joins results of further samples; [ ] = remark or other dose. Rule as the data show it, unless noted: active = inhibition above about 50%; inactive = the rest.

SMILES | XIAP displacement | M17LAP inhibition | SIAH1 antagonists | human PMI inhibition | Hep lipid drop | Hep lipid drop cells 6.5 µM | TNAP activators | human PMI inhibitors | UTI89 phage lysis | P. falciparum M1AAP
COc1cccc(CC2(CO)CCCN(Cc3[nH]c4ccc(C)cc4c3C)C2)c1 (stereo not given) | -1.3% | -2% | 2% | 25% | -11 | 732 | 1.1 | 16% | -0.2%[50 µM] | -2%
Cc1ccccc1NC(=O)Nc1ccccc1Br | -3.7% | 1% | 0% | -6% | . | . | 1 | 5% | 0.5% | 2%
COc1ccc(CCNC(=O)COC(=O)c2cc(OC)c(OC)cc2OC)cc1 | -1.9% | -6% | 2% | -4% | -11 | 679 | 1.1 | -5% | -1.2% | -1%
Cc1ccc(-c2[nH]c3cc(C(N)=O)ccc3c(=O)c2O)cc1 | . | 1% | 2% | . | . | . | . | . | 1.6% | 0%
CC(C)CCn1c(=S)[nH]c2ncccc2c1=O | -4.1% | -3% | 3% | 0% | . | . | 1.2 | 6% | 0.0% | 2%
CC(C)NC(=O)C1CCCN(S(C)(=O)=O)C1 (stereo not given) | -2.3% | 7% | -2% | 11% | 12 | 656 | 1 | 11% | 0.1% | -5%
O=C(c1ccc(F)cc1)C1CCN(C(=S)Nc2ccccc2)CC1 | -4.0% | -15% | 0% | 7% | . | . | 1.1 | 10% | 0.0% | 2%
Cc1ccccc1NC(=O)c1ccc(S(=O)(=O)N(C)C)cc1 | -6.9% | 1% | 3% | -2% | 7 | 667 | 1.1 | 4% | -1.1% | 1%
Cc1ccc(NC(=O)c2ccc([N+](=O)[O-])o2)c(C)c1 | -6.8% | -2% | 6% | 0% | -17 | 589 | 1.1 | 9% | -0.1% | 1%
Cc1onc(-c2c(Cl)cccc2Cl)c1C(=O)Nc1ccc(Cl)cn1 | . | -3% | -4% | . | 7 | 725 | . | . | 0.2% | -1%
Cc1sc2ncnc(Sc3ccccc3C(=O)Nc3ccccc3Cl)c2c1C | -3.5% | 0% | 1% | 16% | -23 | 589 | 1 | 8% | -0.4% | 6%
COc1cc(CNCCc2c[nH]c3ccccc23)ccc1OCc1ccccc1F | -2.5% | 12% | -1% | 6% | . | . | 1.1 | 9% | 0.5% | 11%
C=CCc1ccc(O)c(-c2cc(CC=C)ccc2O)c1 | 0.1% | 2% | 2% | 18% | -12 | 726 | 1 | 22% | -17% | 4%
Cc1cc(OCC(=O)NCCO)cc(C)c1Cl | -3.6% | 11% | 1% | 14% | . | . | 1.1 | 13% | -0.5% | 10%
O=C(Cn1cnc2ccccc2c1=O)N1CCN(Cc2ccccc2)CC1 | 0.1% | -5% | 2% | 3% | -2 | 709 | 1.1 | -3% | 0.4% | 0%
CCOc1ccccc1NC(=O)CC1NCCNC1=O (stereo not given) | -3.6% | 16% | 2% | -8% | . | . | 1.1 | -10% | 3.8% | 2%
Cn1c2ccccc2c2nnc(SCC(=O)NCc3ccoc3)nc21 | -3.8% | 8% | 0% | 2% | 18 | 698 | 1.1 | 9% | 1.1% | 7%
Cc1ccc(S(=O)(=O)N2CCN(c3ccccc3)CC2)cc1C(N)=O | -4.2% | 0% | 18% | 2% | 9 | 689 | 1.1 | 12% | i | 3%
Cc1cc(C(F)(F)F)nn1CC(=O)NCc1ccco1 | -3.4% | 11% | 2% | -17% | -9 | 683 | 1.1 | -3% | 0.2% | 0%
c1ccc2c(c1)nc1n2CCN1CCNC1CCCCC1 | -1.2% | -5% | -4% | -16% | . | . | 0.9 | -6% | 0.2% | 1%
Cn1c(=O)[nH]c(=O)c2c1nc(N/N=C/c1ccncc1)n2Cc1ccc(F)cc1 | . | 8% | -2% | . | 5 | 713 | . | . | . | 0%
CCOc1cc(CNCCSc2nnnn2C)cc(Br)c1OCc1ccc(F)cc1 | -1.7% | 1% | 3% | 1% | -44 | 624 | 1.2 | -6% | 1.2%[50 µM] | 10%
CCN1CCc2c(C#N)c(NCc3ccccc3)nc(NCCO)c2C1 | -2.3% | -113% | -3% | 53%* | . | . | 1.1 | . | 0.3% | 4%
COC(=O)N1CC(c2ccccc2)CC1=O (stereo not given) | 0.7% | -9% | -1% | 7% | -5 | 695 | 1.1 | 9% | 14% | -1%
O=C(CSC1=NCCN1)Nc1cccc([N+](=O)[O-])c1 | -9.7% | 5% | -1% | -13% | -10 | 685 | 0.9 | -29% | 0.4% | 7%
Nc1nc(SCC(=O)c2ccc(Oc3ccccc3)cc2)n[nH]1 | -4.3% | 42% | -2% | 8% | -15 | 708 | 1.1 | -3% | 6.5% | -1%
Cc1ccc(C2=CC(c3ccc(N(C)C)cc3)n3nnnc3N2)cc1 (stereo not given) | -4.1% | -71% | -4% | 8% | . | . | 1.1 | 19% | 1.2% | 9%
Cc1cccc(-n2[nH]c3c4c(ccc3c2=O)C(=O)c2ccccc2C4=O)c1 | -5.6% | 8% | 5% | 2% | 1 | 626 | 0.9 | 26% | 2.4%[50 µM] | 4%
Cc1c(C(=O)N2CCc3ccccc32)cnn1C | -15% | -19% | -2% | -9% | 3 | 725 | 1 | -13% | 3.1%[50 µM] | -4%
CCNC(=O)CCSc1nnc(-c2ccco2)o1 | -2.1% | -18% | -2% | -5% | 1 | 669 | 1.1 | -3% | 1.6%[50 µM] | -2%
Cc1ccc(N(C(C)C(=O)N2CCC(C)CC2)S(C)(=O)=O)cc1C (stereo not given) | -4.8% | 9% | -2% | 10% | 7 | 669 | 1.1 | 4% | 2.2% | 11%
O=[N+]([O-])c1cccc(-c2nnc3ccc4ccccc4n23)c1 | -3.3% | -13% | -5% | 12% | -18 | 624 | 1.4 | -2% | 0.5% | -3%
CN(c1ccc(C(=O)Nc2ccc3c(c2)OCCO3)cc1)S(C)(=O)=O | -3.1% | 4% | 3% | -1% | -4 | 807 | 1.1 | 7% | 0.2% | -1%
O=C(CCNS(=O)(=O)c1ccc2c(c1)CCC(=O)N2)NCc1ccc2c(c1)OCO2 | -5.0% | 7% | 1% | 1% | . | . | 0.9 | 9% | -0.8% | -1%
O=C(C1CCN(S(=O)(=O)c2cccc3cccnc23)CC1)N1CCc2ccccc21 | -5.3% | 9% | -2% | 8% | . | . | 0.9 | 2% | 2.4% | -4%
COCCn1c(SCC(=O)NC2CCCC2)nc2cccnc21 | -0.2% | 2% | 3% | 4% | 2 | 811 | 1.1 | -7% | -1.2% | 1%
NC(=O)CCn1ccc2ccccc21 | -5.0% | -3% | 18% | 0% | 27 | 729 | 1.2 | 2% | 0.2% | -2%
Cc1cc(SCC(=O)c2ccc(O)c(O)c2)nc2ccccc12 | -9.4% | 36% | 38% | 24% | -5 | 649 | 0.3 | -10% | 0.5% | 15%
CC(C)(C)C(=O)NC(=S)Nc1ccc(F)cc1 | -9.3% | -1% | -4% | 17% | -8 | 688 | 1.1 | 10% | 4.3%[50 µM] | 4%
CCCc1ccc(-c2cc(C(=O)NC3=NCCS3)c3ccccc3n2)cc1 | -2.2% | -12% | -1% | 10% | -18 | 670 | 1 | 10% | 4.2% | 20%
COc1cc2c(cc1NC(=O)c1cccc([N+](=O)[O-])c1C)oc1ccccc12 | -8.3% | 9% | -1% | 8% | . | . | 1 | 12% | -1.1% | 8%
O=c1[nH]c(CSc2nnnn2-c2ccc(Cl)cc2)nc2ccccc12 | -1.8% | 5% | 5% | -4% | -1 | 680 | 1.1 | -2% | 1.7% | 3%
COc1ccc(-n2nnc3c(=O)n(CC(=O)N4CCCc5ccccc54)cnc32)cc1 | -0.6% | . | -5% | 7% | 17 | 714 | 1.1 | 6% | 0.1% | .
Cc1cccc(Nc2ncnc3nc[nH]c23)c1 | -3.4% | 71µM* | -3% | 8% | 2 | 707 | 1.8 | 4% | 0.6% | 0%
CCN(CC(=O)NCCc1ccc(S(N)(=O)=O)cc1)Cc1nc2cc(OC)c(OC)cc2c(=O)[nH]1 | -2.9% | 1% | -2% | -4% | -9 | 710 | 1.5 | -12% | 0.1% | 10%
COCCn1c(NCc2ccco2)nc2c1c(=O)[nH]c(=O)n2C | -3.3% | -9% | -3% | -6% | -17 | 692 | 1.1 | -1% | 1.5% | -6%
COc1ccc(-c2nc(SC(CC(=O)NCCO)c3cccs3)n[nH]2)cc1 (stereo not given) | -3.2% | 5% | -3% | -6% | 2 | 690 | 0.3 | 3% | 0.3% | 9%
CCOC(=O)COc1ccc(S(=O)(=O)NCCC2=CCCCC2)cc1 | 1.7% | 5% | -7% | 4% | -1 | 767 | 1.1 | -1% | 0.0% | 6%
Cc1cccc2sc(NNC(=O)c3ccc(S(=O)(=O)N4CCc5ccccc5C4)cc3)nc12 | -6.7% | -3% | -13% | -66% | -4 | 680 | 1 | -109% | 1.1% | -9%
CCn1ncc(/C=N/NC(=O)c2cc(Cl)ccc2OC)c1C | -14% | 12% | 4% | -10% | 1 | 756 | 1.1 | -6% | 3.1%[50 µM] | 3%
Cc1cc(NC(=O)CCCN2C(=O)/C(=C\c3cccs3)SC2=S)no1 | -4.5% | -1% | 0% | 0% | -4 | 626 | 0.9 | 2% | 3.0%[50 µM] | 1%
O=C(NCc1ccco1)C(Cc1ccccc1)NS(=O)(=O)c1cccc2nsnc12 (stereo not given) | -8.4% | 18% | -4% | 6% | . | . | 1.1 | 11% | 0.2% | 2%
Cc1cc(C(=O)N2CCCC(C(=O)c3cccc4ccccc34)C2)nc(C)n1 (stereo not given) | -3.3% | 4% | 1% | 6% | 3 | 711 | 1 | 10% | -0.2% | 5%
NNC(=O)Cn1c(COc2ccc(Cl)cc2)nc2ccccc21 | -1.7% | -11% | 23% | 2% | 13 | 690 | 1.1 | 4% | -0.3% | 9%
CCc1nn2c(N)c(/C=C3\C=Nc4ccccc43)c(=O)nc2s1 | -2.6% | -2%&6% | 7%&8% | -5% | 0&0 | 694&609 | 0.9 | -2% | -0.3% | 7%&6%
COc1ccc(CNc2nc(C)c([N+](=O)[O-])c(C)c2C#N)cc1 | -6.2% | -2% | 2% | -6% | -3 | 613 | 0.9 | -5% | 4.0% | 4%

Random draw from the library; about 1.9% have a hit in one of these screens.
